Pf growth 96h – Primary qHTS for delayed death inhibitors of the malarial parasite plastid, 96 hour incubation. P. falciparum luciferase reporter growth, 96 h. Potency, µM (doses to about 28.7 µM), inactives show top-dose activity change, negative = inhibition, actives largely listed as inhibitors. 320,000 tested, 6.9% active. AID 504834, 2011; note: potency is the fitted concentration of half-maximal effect; % is set by controls: 0 for no effect and ±100 for the full control effect
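Cell-based qHTS: luciferase-tagged P. falciparum in erythrocytes (2% hematocrit, 0.05% parasitemia final) incubated with compounds for 96 hours, 37 C, 5% CO2; luciferase detection reagent then added and luminescence measured.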
FBPA Giardia inh – qHTS Assay for Inhibitors of Fructose-1,6-bisphosphate Aldolase from Giardia Lamblia. A8B2U2. purified Giardia FBPA. Potency, µM (highest dose often 59.6 µM), for the others: at the top dose activity, negative = inhibition, actives largely listed as inhibitors. 290,000 tested, 0.71% active; note: potency is the fitted concentration of half-maximal effect; % is set by controls: 0 for no effect and ±100 for the full control effect; nearly all actives have a fitted effect of over 55% in size
Target sequence (A8B2U2 whole entry, looked up): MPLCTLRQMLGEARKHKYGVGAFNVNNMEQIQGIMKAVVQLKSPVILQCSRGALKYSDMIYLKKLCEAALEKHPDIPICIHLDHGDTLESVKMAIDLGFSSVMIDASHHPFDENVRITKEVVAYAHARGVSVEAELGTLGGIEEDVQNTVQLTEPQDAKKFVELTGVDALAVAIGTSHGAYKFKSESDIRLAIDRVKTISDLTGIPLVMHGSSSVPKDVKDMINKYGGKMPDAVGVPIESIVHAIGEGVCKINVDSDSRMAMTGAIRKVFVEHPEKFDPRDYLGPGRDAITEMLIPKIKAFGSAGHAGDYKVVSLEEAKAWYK
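Giardia FBPA (40 nM reagent) was preincubated 10 min at RT with compound (up to 57.5 uM final), then substrate plus GAPDH/TPI/NAD/arsenate coupling system with diaphorase/resazurin was added; resorufin fluorescence (525/598 nm) was read after 20 min.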
Pf growth 48h – Primary qHTS for delayed death inhibitors of the malarial parasite plastid, 48 hour incubation. Potency, µM (top dose mostly 28.7 µM), for inactives: top-dose activity change, negative = inhibition, hits mostly inhibitors. AID 504832, 2011. 310,000 tested, 5.9% active. P. falciparum luciferase growth in erythrocytes, 48 h; note: potency is the fitted concentration of half-maximal effect; % is set by controls: 0 for no effect and ±100 for the full control effect
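Parasite viability was followed by luminescence of a genomically integrated firefly luciferase. Cultures held 0.1% parasitemia at 2% hematocrit (final), incubated under 5% CO2 at 37 C.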
Sm TGR inh – qHTS Assay for the Inhibitors of Schistosoma Mansoni Peroxiredoxins. AID 485364, 2010. Schistosoma mansoni thioredoxin glutathione reductase (TGR), Q962Y6. purified TGR, DTNB reduction, TNB absorbance 405 nm. 360,000 tested, 3% active. Potency, µM (series often up to 114 µM), for inactives: at the highest dose activity change, negative = inhibition, most hits filed as inhibitors; note: potency is the fitted concentration of half-maximal effect; % is set by controls: 0 for no effect and ±100 for the full control effect; nearly all actives have a fitted effect of over 60% in size
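TGR 20 nM + NADPH 100 uM (dispensed conc.), cpd preinc 15 min RT; start with NADPH (500 uM addition) then DTNB (15 mM addition). Kinetic TNB absorbance, 405 nm filter. Four-parameter Hill fit across titration.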
Shiga inhibitor – A qHTS for Small Molecule Inhibitors of Shiga Toxin; 290,000 tested, 9.2% active; Vero cells, Shiga toxin protein synthesis inhibition reporter; inhibition, % at 38.7 µM; AID 2315, 2010; in the data active = inhibition mostly above about 28%, no sharp cut-off; inactive = mostly below about 43%; note: 0% is about no effect
CHX counter – Cycloheximide Counterscreen for Small Molecule Inhibitors of Shiga Toxin | cell reporter, cycloheximide protein synthesis inhibition counterscreen | max response, % | 300,000 tested, 12% active; in the data active = max response mostly above about 13%, no sharp cut-off; inactive = mostly below about 14%; note: read at 38.3 µM for the half of the compounds with a filed dose; 0% is about no effect
* = called active by the depositor; ? = inconclusive; nt = no result given; [ ] = dose if it differs, or a comment. Unless noted, calls come from the whole dose curve; as a rule, active = well fitted curve in the direction sought with a large enough effect; inconclusive = small, poorly fitted or top-dose-only effect, or another doubt; inactive = no such curve, though single readings can be large; an effect the other way counts as inactive or inconclusive.

Preview:
structure	Pf growth 96h	FBPA Giardia inh	Pf growth 48h	Sm TGR inh	Shiga inhibitor	CHX counter
COc1cc(CNCc2ccccn2)ccc1OCc1c(Cl)cccc1Cl	?	4%	?	9%	9	1
COc1ccc(CN(C)C(=O)c2cnc(OC)cc2C(F)(F)F)c(OC)c1	-16%	1%	?	3%	-8	-3
Cc1ccc(CNC(=O)c2sc3nc4c(c(C(F)(F)F)c3c2N)CCC4)cc1	76%[activator]	-3%	12%	9%	-14	-3

All compounds of this part, repeating the preview:
structure	Pf growth 96h	FBPA Giardia inh	Pf growth 48h	Sm TGR inh	Shiga inhibitor	CHX counter
COc1cc(CNCc2ccccn2)ccc1OCc1c(Cl)cccc1Cl	?	4%	?	9%	9	1
COc1ccc(CN(C)C(=O)c2cnc(OC)cc2C(F)(F)F)c(OC)c1	-16%	1%	?	3%	-8	-3
Cc1ccc(CNC(=O)c2sc3nc4c(c(C(F)(F)F)c3c2N)CCC4)cc1	76%[activator]	-3%	12%	9%	-14	-3
Cc1ccc(C(=O)NCCc2csc(-c3cccnc3)n2)cc1	?	3%	?	0%	67*	20*
CCCN(CC(=O)Nc1ccc(C(N)=O)cc1)CC(=O)Nc1ccc(F)c(F)c1F	-12%	3%	-46%	1%	2	-3
CO/N=C(/CN1CCCCC1)c1ccc(Cl)cc1	41%[activator]	5%	4%	4%	-1	-3
CCSc1nnc(CNc2ccc(C)cc2)n1C	18%	-2%	29%	4%	2	9
O=C1c2ccc(Br)cc2C(=O)N1c1ccc(Cl)cn1	-4%	-4%	?	-1%	-15	-4
COc1ccc(C(=O)NCCn2ccc3ccccc32)cc1OC	1%	13%	2%	1%	23	18*
CCC(=O)NC(c1cccs1)c1cc(Br)c2cccnc2c1O (configuration not stated)	2.9µM*	nt	0.93µM*	-33%	nt	nt
COc1ccc(CN2C(=O)NC3(CCCc4ccccc43)C2=O)cc1F (configuration not stated)	-2%	-4%	?	1%	-3	-4
CCOC(=O)C1(CCc2ccccc2)CCN(Cc2cccc3nccnc23)CC1	24%	0%	?	5%	4	-1
COCCNC(=O)C1(C(F)(F)F)CC(CCCO)CCCO1 (configuration not stated)	nt	-2%	nt	nt	4	1
Cn1cc(Br)c(-c2cccc(N3C(=O)CCCC3=O)c2)n1	9%	5%	0%	6%	-4	3
CC(C)N1C[C@@]23C=C[C@@H](O2)C(C(=O)OCc2ccccc2)[C@H]3C1=O (some centres not stated)	-6%	0%	-12%	-12%	0	-7
O=C(NCc1nc(-c2ccc(C(F)(F)F)cc2)no1)Nc1ccc(OC(F)(F)F)cc1	-9%	-4%	-23%	16%	3	-3
O=C(O)c1ccc(-c2nnc(-c3ccc([N+](=O)[O-])cc3)o2)cc1	284%[activator]	-2%	21%	-3%	-10	9
CCOC(=O)CC1C(=O)NCCN1c1nc2c(C)cccn2c(=O)c1/C=C1\SC(=S)N(C(C)CC)C1=O (configuration not stated)	?	-17%	8.3µM*	3%	4	10
CC1(C)COC(Nc2ccc(Cl)cc2)=N1	-6%	7%	nt	0%	-2	13
Cc1ccc(NC(=O)CCCN2C(=O)NC(C)(C)C2=O)cc1	35%[activator]	nt	-7%	-7%	nt	nt

Additional compounds follow.
structure	Pf growth 96h	FBPA Giardia inh	Pf growth 48h	Sm TGR inh	Shiga inhibitor	CHX counter
Cc1ccc(C)c(S(=O)(=O)n2cnc3ccccc32)c1	10%[5.75 µM]	-16%	3%	6%	-3	-2
O=C(/C=C/c1ccco1)N1CCN(C/C=C/c2ccccc2)CC1	?	0%	-9%	40µM*	9	5
O=S(=O)(O)c1nc2ccccc2[nH]1	3%	1%	-1%	-1%	4	-2
COCCN(C(=O)CCC(=O)Nc1cc(C)on1)C(C(=O)NC1CCCC1)c1ccccc1C (configuration not stated)	1%	1%	?	4%	-2	-2
Cc1ccsc1C(=O)Nc1cccc(S(=O)(=O)N(C)C)c1	?	4%	10%	-4%	-6	-4
CCCN1C2CCCC1CC(NC(=O)c1ccccc1Br)C2 (configuration not stated)	37%[activator]	2%	13%	11%	10	3
Cc1nc2ncnn2c(N2CCN(C(=O)c3cccc(F)c3)CC2)c1C	?	-1%	-28%	-19%	9	-4
O=C(O)c1ccc(N/C(=N\S(=O)(=O)c2ccc(Cl)cc2)c2ccccc2)cc1	?	3%	36%[activator]	6%	11	-2
Cc1ccc(-c2c3c([nH]c(=S)c2C#N)CCCC3)o1	30%	?	-13%	?	-7	-3
Cc1ccc(NC(=S)NC(=O)c2ccc(-c3ccccc3)cc2)c(C)c1	?	-1%	?	?	-11	-3
O=C(COc1ccc(F)cc1)Nc1nccs1	109%[activator]	-7%	122%[activator]	0%	51*	33*
CCc1ccc(OCc2nnc(SCCN3CCOCC3)n2C)cc1	113%[activator]	?	-22%	-11%	32	-1
CCCC12CN3CC(C)(CN(C1)C3c1ccc([N+](=O)[O-])o1)C2=O (configuration not stated)	0%	2%	3%	-24%	-6	1
CCN(CCCCN1C(=O)c2ccccc2C1=O)c1ccc2c(c1)C(=O)N(C)C2=O	nt	-14%	nt	-23%[11.4 µM]	-17	-1
CSc1ccccc1NC(=O)CNCCCN1CCOCC1	4%	?	-4%	-5%	-6	-2
COc1ccc(S(=O)(=O)N2CCC(C(=O)N[C@H](C(=O)N3CCCC3)C(C)C)CC2)cc1	?	nt	-10%	-3%	-1	2
CCn1c(SCc2nc(-c3ccc(OC)c(OC)c3)no2)nnc1-c1cccs1	?	-4%	?	-8%	7	15*
Cc1ccc(S(=O)(=O)N(CC(=O)N2CCCCC2)c2cccc(C)c2)cc1	?	4%	?	-2%	5	-3
Cc1ccc(-c2c[n+](Cc3ccc(Cl)cc3)c3n2CCC3)cc1	0.29µM*	6%	0.93µM*	2%	12	-3
C#CCn1cnc2c(oc3ccccc32)c1=O	24%	1%	49%[activator]	-12%	74	34*

Following part:
structure	Pf growth 96h	FBPA Giardia inh	Pf growth 48h	Sm TGR inh	Shiga inhibitor	CHX counter
COc1cc(OC)cc(-c2nnc(Nc3nc4c(F)cccc4s3)o2)c1	12µM*	?	-3%	0%	14	5
CCCOc1cccc(NC(=O)c2cc(C)oc2C)c1	?	2%	-28%	1%	39	-4
Cc1cc(C)nc(SCCCNCc2ccc(Br)cc2)n1	?	-25%	1%	-12%	-4	1
Oc1ccc2ccccc2c1CNc1ccc(Br)cc1	1%	-9%	29%[0.00184 µM]	0.63µM*	-5	5
O=C(c1ccc(Cn2cc(Cl)cn2)cc1)N1CCN(c2ccccc2)CC1	7.4µM*	0%	-14%	-5%	25	-1
Cc1ccc(Nc2nnc(SCC(=O)Nc3cccc(S(=O)(=O)NC4=NCCCCC4)c3)s2)cc1	?	-13%	7%	0%	18	15*
CS(=O)(=O)N(CC(=O)N1CCc2ccccc2C1)Cc1ccc(F)cc1	10%	-3%	6%	-7%	-5	1
COc1ccc(/C=N/NC(=O)CSc2ccccn2)cc1OC	63%[activator]	4%	5%	15%	30*	23*
Cc1ccc(CNC(=O)CCNC(=O)c2ccco2)cc1	66%[activator]	-4%	34%[activator]	-28%	37	12
CCn1c2ccccc2c2cc(/C=N/n3cn[nH]c3=S)ccc21	8.3µM*	nt	?	-20%	-8	1
COc1ccc(NC(=O)CCn2nc(C)cc2C)cc1	23%	-10%	28%	1%	1	7
Cc1cc(C)c(C)c(S(=O)(=O)N2CCN(C(=S)NCC3CCCO3)CC2)c1C (configuration not stated)	?	-3%	-3%	-3%	10	-1
CCOc1ccc(-n2c(O)c(C=NCCN3CCNCC3)c(=O)[nH]c2=O)cc1	?	4%	nt	-29%	-5	-1
O=C(CN1CCN(c2ccc([N+](=O)[O-])cc2)CC1)Nc1nccs1	15%	-2%	4%	13%	-11	2
COc1ccccc1Nc1ncccc1C(=O)O	9.3µM*	-6%	11%	0%	17	-1
Cc1ccc(CNC(=O)C2CCN(S(=O)(=O)c3cccs3)CC2)cc1	-1%	3%	11%	-4%	-1	-2
COc1ccc(C(=O)Nc2c3c(nn2C(C)(C)C)CS(=O)(=O)C3)cc1OC	?	nt	-3%	1%	-5	-4
COc1cc2cccc(OC)c(=O)c2c(O)c1OC	101%[activator]	-1%	58%[activator]	-10%	23	34*
Cc1ccc(N2C(=O)CC(NNc3nc4ccccc4s3)C2=O)cc1C (configuration not stated)	24%	-3%	6%	4%	-5	-2
COc1cccc(N(CC(=O)NCCN2CCOCC2)S(=O)(=O)c2ccccc2)c1	-29%	nt	0%	-2%	nt	nt

Other structures follow.
structure	Pf growth 96h	FBPA Giardia inh	Pf growth 48h	Sm TGR inh	Shiga inhibitor	CHX counter
Cc1ccc(NC(=O)Cn2ccc([N+](=O)[O-])n2)cc1Cl	?	1%	-9%	3%	1	-3
CCOC(=O)Cn1nc(C)c(NC(=O)COc2ccc([N+](=O)[O-])cc2)c1C	-17%	6%	-3%	6%	27	-5
COC(=O)c1ccc(CNC(=O)COC(=O)CCN2C(=O)C3CC=CCC3C2=O)cc1 (configuration not stated)	22%	nt	37%[activator]	2%	nt	nt
COc1ccc(C2(CNC(=O)Cc3ccccc3)CCCC2)cc1OC	?	6%	-11%	13%	-12	-1
Cc1nc2ccc([N+](=O)[O-])cc2c(=O)n1Cc1ccc(Cl)cc1	?	4%	20%	5%	5	-2
Cc1ccc(S(=O)(=O)c2cc3c(=O)n4ccccc4nc3n(C)c2=N)cc1	10%	9%	?	-9%	-2	0
Cc1[nH]n(C)c(=O)c1N=Nc1ccc(S(C)(=O)=O)cc1	?	?	?	10%	5	2
COc1ccc(CCNS(=O)(=O)c2cc3c4c(c2)CC(=O)N4CCC3)cc1	-6%	nt	9.3µM*	6%	-3	-4
COc1ccc(/C(C)=N/NC(=O)c2ccc(N(C)C)cc2)cc1	0.59µM*	-3%	?	-2%	23	8
CCOC(=O)c1c(-c2ccco2)csc1NC(=O)CSc1nnc(N)s1	41%	nt	6%	?	17	9
Cc1ccc(NC(=O)C(c2ccc(Cl)cc2)N2CCOCC2)cc1 (configuration not stated)	54%[activator]	0%	-24%	-3%	20	-1
CCOc1ccccc1N1CCN(C(=S)NCc2ccco2)CC1	?	?	-25%	-19%	-6	3
COc1ccccc1CN(C)C(=O)c1ccc2c(c1)NC(=O)CS2	?	-5%	nt	9%	-4	2
CCSc1nnc(N(CCC(=O)O)CCC(=O)O)s1	25%	6%	25%	-1%	28	-4
O=C(O)CSC1CC(=O)N(c2ccc(Cl)c(Cl)c2)C1=O (configuration not stated)	?	13%	5%	18µM*	-6	-1
COc1cc(CNC2CCCCCCC2)cc(Cl)c1OC	?	-19%	?	-9%	2	-4
O=C(c1ccc(F)cc1)N(c1ccccn1)C1CCCCC1	5%	4%	-12%	6%	-4	2
O=C(CCNC(=O)C1CCN(S(=O)(=O)c2ccccc2)CC1)NC1CC1	41%[activator]	nt	15%	4%	-1	11
CCOC(=O)c1ccc(NC(=O)CSc2nnc(Cc3cccs3)n2C)cc1	8.3µM*	-1%	?	-3%	-3	-1
N#CC(C#N)=C1NC2(CCCCC2)Cc2ccccc21	-4%	16%	-16%	1%	1	-2
CC(NC(=O)/C(C#N)=C/c1ccc(C(=O)O)cc1)c1ccccc1 (configuration not stated)	0%	1%	60%[activator]	-3%	-7	4
Cn1nnnc1SCC(=O)c1ccc(Br)s1	46%[activator]	-1%	29%	-1%	13	10
